ssDAF12 agonist: activators of S. stercoralis DAF-12 nuclear receptor; actives 1% (n = 370,000); HEK293 ssDAF-12/GRIP1 lit1-tk-luc reporter, luminescence; % of 3 µM dafachronic acid response; activation, % at 6.8 µM;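 active = activation above the mean over all tested compounds plus 3 SD, cut at about 0.9% in these data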;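 also: 0% = DMSO-only wells and 100% = 3 µM delta7-dafachronic acid wells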
KLK7 zymogen act: proKLK7 (human) activation, primary screen; purified proKLK7, EDANS-DABCYL substrate fluorescence; 100% is mature enzyme control, 0% vehicle; AID 652039; activation, % at 7 µM; P49862; actives 0.9% (n = 370,000);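 active = activation above the mean of all tested compounds plus 3 SD, computed per campaign excluding outliers beyond control limits, cut at about 13% in these data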
Target sequence (P49862 whole entry, looked up): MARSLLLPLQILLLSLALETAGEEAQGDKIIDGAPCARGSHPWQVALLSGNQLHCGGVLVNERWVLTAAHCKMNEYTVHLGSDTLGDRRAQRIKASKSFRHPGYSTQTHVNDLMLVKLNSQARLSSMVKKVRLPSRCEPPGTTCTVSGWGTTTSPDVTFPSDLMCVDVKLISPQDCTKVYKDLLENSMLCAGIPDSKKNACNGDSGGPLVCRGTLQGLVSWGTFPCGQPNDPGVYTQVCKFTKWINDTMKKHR
NPR1 activator: GC-A (human) enzyme activation | AID 1671463 | actives 0.14% (n = 370,000) | P16066 | HEK293 GC-A cells, cGMP TR-FRET, EC30 ANP; 0% at EC30 ANP, 100% saturating ANP | activation, % at 10 µM; in the data active = activation above about 40%
SMARCA2 act: SMARCA2 function activation, primary screen. MG213 cells, MMTV-luciferase reporter, dexamethasone, overnight. activation, % at 9.1 µM. actives 1% (n = 370,000); in the data active = activation above about 7.8%;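 also: 0% = vehicle wells and 100% = reference activator wells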
hcDAF12 agonist: H. contortus DAF-12 activation, primary screen | HEK293 hcDAF-12 lit1-tk-luc reporter, luminescence; 0% DMSO, 100% Δ7-dafachronic acid | activation, % at 6.8 µM | actives 1.4% (n = 370,000);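 active = activation above the mean of all tested compounds plus 3 SD, cut at about 5.5% in these data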;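 also: 100% = response to 3 µM Δ7-dafachronic acid high control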
FXN GAA850 act: frataxin GAA850 promoter activation; HEK293 lucGAA850 FXN promoter luciferase reporter, 24 h; percent of 10 µM SAHA response; activation, % at 6 µM; actives 0.56% (n = 360,000); AID 540364;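 active = activation above the average of all compounds screened plus 3 SD, cutoff fixed separately per campaign, cut at about 7.5% in these data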;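 also: 0% = DMSO wells and 100% = 10 µM SAHA wells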
NPR2 activator: GC-B (human) receptor activation; P20594; HEK293-GC-B cells, CNP EC30, cGMP TR-FRET; 0% at EC30 CNP, 100% saturating CNP; activation, % at 10 µM; actives 0.11% (n = 370,000);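 active = activation at 10 µM reaching about 35% in either raw or pattern-adjusted values, limit read from the data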
HGIII-sPLA2 inh: Blocks human group III sPLA2 activity; actives 0.56% (n = 370,000); QFRET BODIPY PC-A2 liposome hydrolysis, fluorescence; AID 743126; Q9NZ20; inhibition, % at 12.2 µM;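 active = inhibition above mean plus 3 SD of compounds lying within the high and low control bounds, cut at about 19% in these data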;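 also: 0% = median of test compound wells and 100% = no enzyme DMSO wells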
Target sequence (Q9NZ20 whole entry, looked up): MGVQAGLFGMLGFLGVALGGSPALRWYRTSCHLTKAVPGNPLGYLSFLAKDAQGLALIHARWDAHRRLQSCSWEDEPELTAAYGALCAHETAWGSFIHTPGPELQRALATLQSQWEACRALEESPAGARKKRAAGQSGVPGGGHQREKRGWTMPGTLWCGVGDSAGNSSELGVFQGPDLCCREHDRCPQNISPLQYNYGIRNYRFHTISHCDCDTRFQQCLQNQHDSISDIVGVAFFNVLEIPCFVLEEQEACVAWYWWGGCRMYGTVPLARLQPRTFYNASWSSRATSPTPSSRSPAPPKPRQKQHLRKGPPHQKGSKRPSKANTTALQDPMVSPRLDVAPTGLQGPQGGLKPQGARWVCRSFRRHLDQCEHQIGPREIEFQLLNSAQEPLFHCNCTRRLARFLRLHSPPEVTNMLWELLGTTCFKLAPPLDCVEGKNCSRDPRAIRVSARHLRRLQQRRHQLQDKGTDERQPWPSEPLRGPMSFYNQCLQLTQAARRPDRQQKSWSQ
DAX1 inh-1: NR0B1 (DAX1) inhibition; P51843; HEK293 Gal4-DAX1 luciferase reporter, luminescence; AID 504766; actives 0.99% (n = 340,000); inhibition, % at 6.75 µM;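 active = inhibition above the mean over all tested compounds plus 3 SD, cut at about 4.2% in these data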;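 also: 0% = DAX1-transfected cells with DMSO and 100% = empty-vector control cells with DMSO; inhibition shows as a rise in luminescence from relieved DAX1 repression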
Target sequence (P51843 207-470 limits assumed): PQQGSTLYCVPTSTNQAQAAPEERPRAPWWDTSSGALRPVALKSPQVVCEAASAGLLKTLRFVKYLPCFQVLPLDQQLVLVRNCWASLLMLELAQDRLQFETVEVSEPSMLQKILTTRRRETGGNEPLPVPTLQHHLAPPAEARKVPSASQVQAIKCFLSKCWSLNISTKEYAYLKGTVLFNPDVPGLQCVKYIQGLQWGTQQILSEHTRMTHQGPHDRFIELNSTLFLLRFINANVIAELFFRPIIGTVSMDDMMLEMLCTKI
DAX1 inh-2: inhibitors of DAX1 repression of SF-1 activated StAR promoter | HEK293T StAR-luciferase reporter, SF-1/DAX-1 repression relief | inhibition, % at 6.8 µM | actives 1.1% (n = 370,000) | AID 652010;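 active = inhibition above the mean over all tested compounds plus 3 SD, cut at about 3.6% in these data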;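 also: 0% = DAX-1 cells with DMSO and 100% = cells lacking DAX-1 with DMSO; higher inhibition means more luminescence from relief of DAX-1 repression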
hgDAF12 agonist: hgDAF-12 agonism, primary luciferase screen; HEK293 GAL4-hgDAF12 UAS-luciferase reporter, agonist luminescence; normalized to butyrate control; activation, % at 6.8 µM; actives 1.8% (n = 370,000); AID 687014;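 active = activation above a cutoff set at the mean of all screened compounds plus 3 SD, cut at about 10% in these data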;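 also: 0% = DMSO wells and 100% = sodium butyrate wells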
Starred values were filed as active, the others as inactive; . = no result given.

SMILES	ssDAF12 agonist	KLK7 zymogen act	NPR1 activator	SMARCA2 act	hcDAF12 agonist	FXN GAA850 act	NPR2 activator	HGIII-sPLA2 inh	DAX1 inh-1	DAX1 inh-2	hgDAF12 agonist
COc1cc(NC(=S)N2CCN(C/C=C/c3ccccc3)CC2)cc(OC)c1	-0.8	0.3	2.1	-2.3	-1.8	0.3	2.5	-4.6	-1.4	-0.3	-2.4
CCC(C)NC(=O)c1cc2c(=O)[nH]c3ccc(C)cc3c2s1 (configuration not stated)	-1.6	34.7*	22.5	0.8	-2.7	-1.2	22.6	-1.6	-0.7	-0.3	-0.7
CN(C)C(=O)c1cnc(Cc2c[nH]c3ccccc23)c(I)c1	-0.7	0.1	-2.3	-3.1	0.9	1.9	-0.8	-34.6	.	-2.0	4.6
Nc1ccn([C@@H]2O[C@H](CNC(=O)[C@@H](N)CSCc3ccccc3)[C@@H](O)[C@H]2O)c(=O)n1	-1.1	-0.1	-4.9	0.5	0.3	0.2	0.2	14.9	0.8	-0.6	-1.6
Cc1cccc2cc(C#N)c(SCC(=O)Nc3ccccc3N3CCOCC3)nc12	-0.3	0.1	-21.0	0.2	0.5	0.5	-14.8	2.3	-0.4	-0.1	2.3
CCN1CCN(C(=O)CN(CC)S(=O)(=O)c2ccc(F)cc2)CC1	-0.6	0.9	-0.4	3.3	1.7	1.9	8.6	-4.7	0.6	0.3	-2.7
CCc1ccc2[nH]c(=O)c(CN(CCN(C)C)C(=O)Nc3ccccc3)cc2c1	-0.9	-0.6	2.0	1.2	-2.4	-1.1	0.2	-8.2	-0.7	-0.7	1.2
O=C(Nc1cccc2c1C(=O)NC2=O)c1cccc(N2C(=O)CCC2=O)c1	-1.7	-24.0	1.0	-2.4	0.0	2.0	0.8	-1.9	1.1	-0.7	-1.7
O=C(/C=C(\Nc1cccc(Cl)c1)c1ccccc1)c1ccccc1	0.2	0.4	3.4	4.0	0.0	.	3.7	-2.9	.	3.7*	6.9
CCC1(CC)Cc2ccccc2-c2nc(CN3CCOCC3)[nH]c(=O)c21	-0.7	-0.3	-2.2	-2.1	1.2	2.9	-5.5	-4.8	0.5	-0.3	-2.6
Cc1cc(C)c(NC(=O)CNC(=O)Cc2ccc(S(=O)(=O)N3CCOCC3)s2)c(C)c1	-1.5	-0.4	1.3	-2.9	-0.2	0.0	-1.9	-13.1	-0.1	1.3	-0.8
Cc1ccc(-c2nc3ccccc3[nH]2)cc1NC(=O)c1sc2ccccc2c1Cl	-0.8	0.2	-0.7	-0.1	-0.8	-1.0	4.5	-2.1	-0.3	0.4	1.8
CCC(C)NC(=O)C1CCC(CNS(=O)(=O)c2ccc3c(c2)CC(C)N3C(C)=O)CC1 (configuration not stated)	-1.2	0.1	0.1	-2.0	0.3	1.1	3.9	6.0	1.2	-0.4	2.5
Clc1nc2ccccc2cc1/C=N/Nc1nc2ccccc2[nH]1	1.7*	0.1	-5.1	4.7	9.3*	8.4*	4.9	16.0	0.0	2.0	14.3*
CS(=O)(=O)N1CCC(NC(=O)Cc2ccccc2)CC1	-0.5	-0.3	10.1	-2.7	1.8	1.1	5.6	5.9	-0.8	-0.6	-0.3
Nc1nnc(SCC(=O)NC2CCCc3ccccc32)s1 (configuration not stated)	-1.1	0.5	0.9	4.4	-1.3	0.3	6.8	2.9	0.1	1.1	-0.8
O=C(CCNC(=O)N1CCn2c1nc1ccccc12)NCc1ccccc1Cl	-1.2	0.1	-7.3	-1.5	-3.0	2.0	-9.6	2.1	0.0	-1.3	-0.3
CCCn1c(NC(=O)c2ccccc2Br)nc2ccccc21	-2.1	-0.9	-2.0	-3.9	-0.3	1.2	2.9	-0.7	-0.7	-0.7	1.7
CC(=NCCCn1ccnc1)c1c(-c2ccccc2)[nH]n(-c2nc3ccccc3s2)c1=O	-0.8	0.0	3.4	0.2	-0.7	-1.3	2.1	-9.6	-1.3	0.5	2.6
COc1ccc(N(C)C(=O)c2cn(C)c(=O)c3cc(OC)c(OC)cc23)cc1	-1.2	0.2	-1.2	2.0	-0.5	1.0	-0.1	4.2	1.3	0.2	5.6
O=C(CSc1nnc(CNC(=O)c2ccco2)o1)Nc1ccc(F)cc1	-0.8	0.0	0.1	1.7	-0.2	-0.4	1.3	-1.4	0.2	0.1	-2.4
CC(C)c1ccc2c(c1)CCC1C(C)(CN)CCCC21C (configuration not stated)	-0.7	0.5	-5.9	-5.0	-1.3	1.1	-2.4	18.7	0.5	-0.5	-0.2
Cc1ccc(Nc2nc(-c3ccncc3)cs2)cc1	2.4*	-0.6	-7.1	2.2	8.9*	4.0	-8.7	-1.7	0.6	4.2*	15.8*
O=C(COC(=O)c1ccncc1)Nc1cc(S(=O)(=O)N2CCOCC2)ccc1Cl	-1.1	-0.8	0.8	2.4	-1.4	-0.8	-0.9	-11.1	-0.2	0.0	2.0
C=CCOn1c(=O)c(C)[n+]([O-])c2ccccc21	-0.6	1.3	3.7	2.5	-0.5	1.5	1.9	4.4	-0.5	-0.4	0.4
(cont.)
SMILES	ssDAF12 agonist	KLK7 zymogen act	NPR1 activator	SMARCA2 act	hcDAF12 agonist	FXN GAA850 act	NPR2 activator	HGIII-sPLA2 inh	DAX1 inh-1	DAX1 inh-2	hgDAF12 agonist
COCCC(=O)N1CCOCC1c1cc(C(=O)Nc2ccccc2)no1 (configuration not stated)	-0.8	0.6	3.5	2.8	-1.1	0.7	0.8	10.1	.	1.4	0.2
CCCN1C(=O)/C(=c2\sc3nc(=O)c(Cc4ccc(C)cc4)nn3c2=O)c2ccccc21	-0.4	-0.2	0.4	-0.2	1.4	1.8	8.1	-4.9	-0.5	0.0	-0.9
Cc1noc(C)c1S(=O)(=O)Nc1cccc(CO)c1	-0.9	-0.4	4.7	-0.9	1.3	-0.6	4.3	6.2	-0.5	-0.7	1.6
Cc1cc(C2(c3ccc(O)c(C)c3)OC(=O)c3ccccc32)ccc1O	-0.3	-0.3	-6.7	0.5	0.1	-1.9	0.5	-37.5	0.3	0.0	-1.9
C1CCN=C(Nc2nc3c(s2)CCCC3)CC1	-0.9	-0.7	1.3	2.9	5.0	5.7	0.7	-1.4	0.7	2.5	7.2
COC(=O)Cn1cc(S(=O)(=O)NCc2ccc(C)cc2)c2cc([N+](=O)[O-])ccc21	-1.5	0.7	-4.4	7.6	-0.3	-0.3	1.2	-9.3	-0.2	-0.4	1.4
COc1ccc(Nc2nc(N)c([N+](=O)[O-])c(NCc3ccccc3)n2)cc1	-1.4	-2.1	25.7	-1.7	-2.9	5.7	12.6	-5.3	0.1	-0.8	-2.0
O=C(N[C@@H](Cc1cccnc1)C(=O)N1CCC[C@H]1C(=O)NC1CCCC1)c1cccs1	-0.3	-0.3	-0.1	-4.1	-0.8	.	4.1	14.9	.	-1.5	-2.7
CC(=O)/C(C=Nc1noc(C)c1Br)=C(\C)O	-1.4	-0.3	1.9	4.8	-0.8	-1.3	5.3	-1.8	2.4	0.1	0.0
CC1(C)COC(=S)N1CCC#N	-0.6	-0.1	0.7	-0.8	4.1	0.3	4.3	4.2	0.5	-0.6	-1.3
Cc1cc(C)n(CC(=O)NC2CCCc3c2cnn3-c2ccccc2F)n1 (configuration not stated)	0.7	-0.5	4.0	-0.5	2.0	-0.4	3.0	6.4	0.7	-0.9	1.9
CCOCCCNC(=S)N1CCCC(c2nc3ccc(C)cc3[nH]2)C1 (configuration not stated)	-1.1	0.3	-1.2	-1.8	-2.0	0.5	1.4	7.4	0.6	-0.5	0.2
Cc1ccccc1C(=O)Nc1ccc(C(=O)N/N=C/c2ccc(O)cc2)cc1	-1.6	-0.5	3.2	-0.7	-1.6	-1.5	2.8	-8.3	0.8	0.0	-0.9
Cc1ccsc1C(=O)NCc1ccccc1Cl	-0.9	0.2	0.4	1.2	-0.1	3.6	0.2	1.7	1.7	0.2	3.3
Cn1c(=O)c2c(ncn2CC(=O)N(Cc2ccccc2)c2ccccn2)n(C)c1=O	-1.6	0.3	4.1	-5.4	-1.6	1.4	-2.1	1.0	0.6	0.0	-0.3
O=C(Cn1cnc2c(OCc3ccccc3)ncnc21)NCC1CCCO1 (configuration not stated)	-0.8	-0.3	3.3	-1.1	-1.2	1.3	3.0	4.9	-1.2	-0.2	0.2
CCC(=O)NC(=S)Nc1ccc(NC(=O)COc2ccccc2)cc1	-1.0	-0.2	2.0	-1.3	-0.4	2.2	-4.2	6.0	1.1	-1.0	0.6
CC(C)(C)OC(=O)N1CCC[C@H]1c1nnc(SCc2ccc(Cl)cc2Cl)o1	-1.6	0.2	-0.9	-1.3	-1.8	2.2	-10.8	-5.7	-0.6	-0.3	-2.1
O=C(c1cccc(-n2cccc2)c1)N1CCN(S(=O)(=O)c2c(F)cccc2F)CC1	-0.8	0.4	-2.7	-1.1	0.0	0.8	2.0	-10.4	-0.2	-1.5	-1.9
CN(CCc1ccccn1)C(=S)Nc1ccc(Cl)cc1Cl	-1.9	-0.1	-1.1	1.0	-0.7	1.0	-1.5	-3.7	-0.4	-0.5	-1.2
COc1ccc(C(=O)Nc2ccc(NC(=O)c3ccccc3OC)nc2)cc1	-1.3	0.2	2.5	2.0	-2.8	4.2	1.4	-6.8	-2.7	-0.9	-1.7
COc1ccc(NC(=O)CCN2CCN(S(=O)(=O)c3cc(Cl)ccc3Cl)CC2)cc1	-2.0	0.2	-3.1	-6.0	-2.1	0.2	-1.2	-20.1	-0.1	-0.1	-2.9
CCNC(=O)N(C)c1c(CC)nc2ccc(C(=O)N3CCN(C(C)=O)CC3)cn12	-0.5	0.5	0.4	-7.2	-1.1	-1.4	-7.3	10.6	.	-0.2	4.0
O=C(OCc1ccccn1)C1CCN(C(=O)c2ccc(Cl)cc2)CC1	-1.1	-0.4	3.2	-2.3	-0.3	0.9	-1.3	8.5	1.3	-0.1	1.6
COc1ccc(N2CCN(C(CNC(=O)C(=O)NCCCn3ccnc3)c3cccnc3)CC2)cc1 (configuration not stated)	-0.6	-1.4	-2.4	-2.8	-0.9	-1.8	-1.3	0.7	0.9	0.1	-1.7
C[C@H](NC(=O)OC(C)(C)C)c1nnc(SCC(=O)Nc2cccc(Cl)c2)o1	-1.2	-0.4	-3.1	-5.2	2.6	1.2	2.7	-8.7	0.5	-0.1	0.2
c1ccc(CCNC2=NCCCS2)cc1	-0.8	0.2	0.5	0.6	-1.2	0.2	-5.7	2.2	0.2	0.0	0.0
CCCCc1c(C)nc2ccccc2c1SCCC(=O)O	-1.1	0.1	-0.9	-3.4	0.6	1.3	-0.9	4.6	-0.8	0.7	0.9

Ordered by length of the SMILES (smallest number first): 3 of the compounds above.
SMILES	ssDAF12 agonist	KLK7 zymogen act	NPR1 activator	SMARCA2 act	hcDAF12 agonist	FXN GAA850 act	NPR2 activator	HGIII-sPLA2 inh	DAX1 inh-1	DAX1 inh-2	hgDAF12 agonist
C1CCN=C(Nc2nc3c(s2)CCCC3)CC1	-0.9	-0.7	1.3	2.9	5.0	5.7	0.7	-1.4	0.7	2.5	7.2
COc1ccc(C(=O)Nc2ccc(NC(=O)c3ccccc3OC)nc2)cc1	-1.3	0.2	2.5	2.0	-2.8	4.2	1.4	-6.8	-2.7	-0.9	-1.7
COc1ccc(Nc2nc(N)c([N+](=O)[O-])c(NCc3ccccc3)n2)cc1	-1.4	-2.1	25.7	-1.7	-2.9	5.7	12.6	-5.3	0.1	-0.8	-2.0

High-throughput results as filed in PubChem.
